# Assay outcomes deposited in PubChem by Broad Institute.
# ERp5 block – inhibitors of ERp5-driven insulin aggregation, primary screen, biochemical, turbidity, absorbance 650 nm, single point; 90 min; inhibition, % at 9.99 µM; 0.05% of 350,000 active; Protein disulfide-isomerase A6 (Homo sapiens), Q15084;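 active = mean replicate inhibition above about 25%, with every replicate also reaching it, limit read from the data, passing the limit was not always enough; inconclusive = only one of those two criteria met; inactive = neither criterion met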
# DENV2 CPE rescue – inhibitors of DENV2 cytopathic effect, primary screen, cell-based, plate reader, single concentration; AID 651640, 2012; CPE inhibition, % at 9.99 µM; 1.7% of 350,000 active; DENV2-infected cells, cytopathic effect rescue; in the data active = CPE inhibition above about 20%, passing the limit was not always enough; inconclusive = no clear call, values can overlap the other calls; tested in BHK-21 cells;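 note: 0% = median of neutral control wells and 100% = median of positive control wells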
# E-selectin induc – E-selectin induction in HUVECs, primary screen, imaging, HUVEC, immunofluorescence imaging, single point; P16581; normalized: neutral wells 0, TNF-alpha wells 100; activation, % at 7.58 µM; 0.37% of 260,000 active;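 active = mean E-selectin-positive cell signal at least 10% of the positive control, reached in at least 60% of replicates, without over 20% cell loss; inconclusive = no rule given, readout overlaps actives, possibly toxicity-flagged; inactive = the rest, including those meeting only one limit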;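 note: in these data hits start at about 27%; measured in HUVEC primary endothelial cells; signal is the percent of cells scored E-selectin positive by PE staining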
# Target sequence (P16581 whole entry, looked up): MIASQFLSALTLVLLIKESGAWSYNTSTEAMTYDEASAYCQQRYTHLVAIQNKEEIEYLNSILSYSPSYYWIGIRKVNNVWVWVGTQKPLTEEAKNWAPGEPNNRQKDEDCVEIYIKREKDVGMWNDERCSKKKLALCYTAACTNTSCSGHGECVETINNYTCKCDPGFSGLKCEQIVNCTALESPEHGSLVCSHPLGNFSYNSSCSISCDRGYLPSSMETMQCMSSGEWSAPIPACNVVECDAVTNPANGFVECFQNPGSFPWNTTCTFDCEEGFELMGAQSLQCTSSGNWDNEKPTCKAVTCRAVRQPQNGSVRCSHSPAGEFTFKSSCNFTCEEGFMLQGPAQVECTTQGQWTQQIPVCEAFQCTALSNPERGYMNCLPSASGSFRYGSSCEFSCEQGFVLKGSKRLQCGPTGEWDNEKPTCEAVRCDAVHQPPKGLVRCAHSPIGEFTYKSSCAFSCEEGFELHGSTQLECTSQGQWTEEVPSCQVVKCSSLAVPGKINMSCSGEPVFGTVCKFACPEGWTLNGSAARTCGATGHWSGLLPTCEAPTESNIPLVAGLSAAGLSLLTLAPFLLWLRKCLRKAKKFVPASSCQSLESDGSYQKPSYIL
#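 Assay system: HUVEC, human umbilical vein endothelial cells / Amount: 3,000 HUVEC/well / Controls: TNF-alpha positive control, DMSO neutral control / Compound dosing: single concentration / Medium: EGM-2 over gelatin coat / Evaluation: percent E-selectin-positive cells / Signal: immunofluorescence imaging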
# Statin myotox sup – suppressors of statin myotoxicity in C2C12 myotubes, primary screen, cell-based, single point, plate reader | C2C12 myotubes + simvastatin, ATP luminescence, 48 h; scaled: DMSO 0, geranylgeraniol control 100 | rescue of ATP level, % at 7.49 µM | 0.78% of 330,000 active | AID 602340, 2012;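 active = mean ATP rescue above about 67%, or every replicate alone reaching that limit, limit read from the data, passing the limit was not always enough; inconclusive = no clear call, values can overlap the other calls; inactive = mean under the limit and some replicate under it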;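 note: myotubes were challenged with 10 µM simvastatin during compound exposure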
# SIRT5 inh – SIRT5 desuccinylase inhibitors, primary screen, biochemical, fluorescence imaging, single point, set 5; Purified SirT5, succinyl-peptide AMC, trypsin-coupled fluorescence; inhibition, % at 15 µM; 1.1% of 330,000 active; AID 652115, 2013; in the data active = inhibition above about 15%; inconclusive = no clear call, values can overlap the other calls
# Target sequence (Q9NXA8 whole entry, looked up): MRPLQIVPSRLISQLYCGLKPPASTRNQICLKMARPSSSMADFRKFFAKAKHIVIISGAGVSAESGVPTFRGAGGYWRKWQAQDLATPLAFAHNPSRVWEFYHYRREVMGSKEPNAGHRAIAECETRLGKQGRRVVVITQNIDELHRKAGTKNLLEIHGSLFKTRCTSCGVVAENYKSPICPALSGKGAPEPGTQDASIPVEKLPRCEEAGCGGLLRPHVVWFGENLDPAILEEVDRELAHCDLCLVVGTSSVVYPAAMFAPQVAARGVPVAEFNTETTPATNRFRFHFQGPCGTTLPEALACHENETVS
# PglD DTNB – C. jejuni PglD acetyltransferase inhibitors, primary screen, biochemical, DTNB colorimetric, single point; UDP-N-acetylbacillosamine N-acetyltransferase PglD (Campylobacter jejuni); purified PglD enzyme, DTNB colorimetric CoA detection; 0.098% of 360,000 active; inhibition, % at 12.5 µM; in the data active = inhibition above about 16%, passing the limit was not always enough; inconclusive = no clear call, values can overlap the other calls; note: strong numbers were not always called active
# S100A4 inh HTS – inhibitors of S100A4-myosin IIA peptide binding, primary screen, biochemical, fluorescence polarization, TAMRA-MyoIIA peptide; inhibition, % at 10.7 µM; 0.14% of 360,000 active; AID 652163, 2013; Protein S100-A4 (Homo sapiens), P26447;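 active = mean inhibition of at least 70% across replicates, with every replicate also reaching that level; inconclusive = mean inhibition reaches 70% but some replicates fall short; inactive = mean inhibition below 70%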
# Target sequence (P26447 whole entry, looked up): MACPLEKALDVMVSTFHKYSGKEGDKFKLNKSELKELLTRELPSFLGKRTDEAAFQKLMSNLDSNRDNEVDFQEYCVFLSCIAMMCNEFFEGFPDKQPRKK
#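 Test system: S100A4 monomer protein; Medium: HEPES pH 7.2 with CaCl2, KCl, NaCl, DTT, Triton; Probe or stimulus: TAMRA-labelled myosin IIA heavy-chain peptide probe, 5 nM; Doses: one dose per compound; Times: polarization read 5 min after assay mix addition, stable 5–60 min; Benchmarks: neutral control DMSO, positive control TFP.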
# Active calls of the source: *; ? = inconclusive; · = not tested or not shown. Not all compounds are listed, so the mix of outcomes need not match the whole.
(1) Cc1ccc(C)c(NC(=O)CN2C(=O)c3ccccc3C2=O)c1
(2) O=C(CC1CC1)N1CC(=O)N2[C@H](CO)[C@H](c3ccc(C#Cc4ccccc4)cc3)[C@@H]2C1
(3) C[C@H](CO)N1C[C@H](C)[C@H](CN(C)S(C)(=O)=O)Oc2c(NC(=O)Nc3ccccc3)cccc2C1=O
(4) CCOC(=O)C1(C)CCN1C(=O)c1cc(OC)ccc1Br (centres undefined)
(5) CC1CN(C)CCC1OC(=O)c1ccccc1 (centres undefined)
(6) Cc1cc(C(=O)OCC(=O)NCc2ccccc2)c(C)o1
(7) CC(=O)c1cc(C#N)c(NCc2cc(-c3ccccc3)no2)nc1C
(8) Cc1ccc(-n2c(=O)[nH]c3c(oc4ccccc43)c2=O)cc1
Compound,1,2,3,4,5,6,7,8
ERp5 block,4.6,-8.0,7.5,1.0,2.6,0.2,-4.9,2.2
DENV2 CPE rescue,-1.9,1.3,-15.4,0.0,-5.2,?,-1.2,-1.2
E-selectin induc,·,-0.4,15.1,0.1,1.2,0.9,0.4,0.7
Statin myotox sup,·,·,8.3,-5.7,3.2,·,-0.7,·
SIRT5 inh,-1.6,-2.5,7.3,-2.1,-2.4,-1.5,-5.9,-2.9
PglD DTNB,2.9,·,5.8,-4.6,-9.0,·,-3.4,·
S100A4 inh HTS,1.0,3.7,1.6,21.8,-4.3,1.4,-0.7,14.7

# Filtered by structure, those above containing nitrogen in an aromatic ring.
(7) CC(=O)c1cc(C#N)c(NCc2cc(-c3ccccc3)no2)nc1C
(8) Cc1ccc(-n2c(=O)[nH]c3c(oc4ccccc43)c2=O)cc1
Compound,7,8
ERp5 block,-4.9,2.2
DENV2 CPE rescue,-1.2,-1.2
E-selectin induc,0.4,0.7
Statin myotox sup,-0.7,·
SIRT5 inh,-5.9,-2.9
PglD DTNB,-3.4,·
S100A4 inh HTS,-0.7,14.7

# The results go on.
(9) C1CCN=C(Nc2nc3c(s2)CCCC3)CC1
(10) COc1cccc(CNC(=O)COC(=O)c2c(NC(C)=O)sc(C)c2C)c1
(11) CC(C)Cn1c(N)c(C(=O)CSc2nncs2)c(=O)n(C)c1=O
(12) CN(C[C@@H]1[C@H](c2ccccc2)[C@H](CO)N1C(=O)C1CC1)C(=O)c1ccccn1
(13) Cc1cc(NC(=O)c2cc3ccccc3o2)no1
(14) C[C@@H]1CN([C@H](C)CO)C(=O)c2cc(NC(=O)CCN3CCOCC3)ccc2O[C@H]1CN(C)C(=O)Nc1ccc(F)cc1
(15) COc1ccc(C(=O)N2CCC2(C)C(=O)NC(C)C)c(OC)c1 (centres undefined)
(16) CCc1cccc2c1NC1(CCCC1)CC2C (centres undefined)
Compound,9,10,11,12,13,14,15,16
ERp5 block,-1.1,6.1,-4.3,·,-1.4,1.0,-4.2,-5.5
DENV2 CPE rescue,3.0,-1.0,?,?,1.9,?,-2.7,-2.9
E-selectin induc,·,1.0,·,-0.1,-1.1,-0.1,0.0,·
Statin myotox sup,-4.7,5.2,-6.4,8.5,10.6,-4.5,2.7,·
SIRT5 inh,1.8,-1.5,0.4,·,2.4,-3.3,-4.2,1.0
PglD DTNB,-1.2,0.1,0.2,-1.4,8.4,0.0,-0.2,-2.7
S100A4 inh HTS,-4.5,0.8,-5.0,·,15.9,13.5,21.4,-11.1

(17) CCc1nc2ccc(C(=O)N(C)CC(=O)Nc3ccc(Cl)c(C(F)(F)F)c3)cc2nc1CC
(18) CC(=O)N(C)C[C@H]1Oc2ncc(-c3ccc(C)cc3)cc2C(=O)N([C@@H](C)CO)C[C@H]1C
(19) COc1ccc(OC)c(Nc2nc(-c3c(C)nc4ncccn34)cs2)c1
(20) CCC(=NNC(=O)c1ccc2c(c1)nc(C)n2CC)c1cc(F)ccc1O
(21) CC1(C(=O)NCC2CC2)Cc2c(-c3cccc(C(F)(F)F)c3)ccnc2O1 (centres undefined)
(22) O=C(NCC[C@@H]1CC[C@@H](NC(=O)C2CCC2)[C@H](CO)O1)c1ccc(F)cc1
(23) O=C(Nc1nc2ccccc2n1Cc1ccccc1)c1ccc(COc2ccccc2[N+](=O)[O-])o1
(24) COc1ccc(C(=O)NNC2=Nc3cccc4cccc2c34)cc1
Compound,17,18,19,20,21,22,23,24
ERp5 block,16.9,18.4,2.1,0.8,-4.4,0.0,-0.3,-0.4
DENV2 CPE rescue,?,2.4,-3.2,-9.7,13.4,19.6,-1.9,-3.7
E-selectin induc,-0.1,-0.3,·,·,0.6,0.4,·,·
Statin myotox sup,-2.2,3.0,11.7,·,-42.3,0.9,-36.5,·
SIRT5 inh,-0.8,0.2,-8.3,0.6,-1.2,-1.1,2.4,-2.1
PglD DTNB,3.1,-3.6,-3.4,·,-10.3,-0.8,1.2,·
S100A4 inh HTS,-5.2,-10.4,-1.0,-24.4,-0.4,-0.2,3.3,4.5

(25) Cc1cnc(NC(=O)c2c(Cl)cnn2C)s1
(26) O=C(C[C@H]1CC[C@H]2[C@@H](COC[C@H](O)CN2Cc2cccc(Cl)c2)O1)Nc1nccs1
(27) CCC(=O)N1CC2(C1)[C@@H](c1ccccc1)[C@@H](CO)N2C(=O)c1cccnc1
(28) Cc1ccccc1C(=O)N1CCC(C(=O)N(C)CCOc2ccccc2)CC1
(29) CCOC(=O)CN1C(=O)C(O)(CC(=O)c2ccccn2)c2ccccc21 (centres undefined)
(30) COCCCn1c(C(=O)N2CC(C)OC(C)C2)cc2c(=O)n3ccccc3nc21 (centres undefined)
(31) Nc1ccc(Oc2ccc(F)cc2)nc1
(32) Cc1cc2oc(C(=O)N(Cc3ccc(N(C)C)cc3)CC3CCCO3)c(C)c2cc1C (centres undefined)
Compound,25,26,27,28,29,30,31,32
ERp5 block,0.9,3.5,-0.1,2.5,-7.6,5.5,-12.7,1.2
DENV2 CPE rescue,-2.0,-3.6,29.2*,-2.0,1.4,-1.0,4.8,-0.4
E-selectin induc,-0.1,0.0,0.1,-4.0,4.1,·,·,·
Statin myotox sup,·,23.7,·,1.9,-1.7,·,7.0,-8.8
SIRT5 inh,0.6,3.5,1.5,0.9,-3.6,-49.9,-1.1,-2.9
PglD DTNB,2.5,2.4,·,-3.1,-6.3,-4.3,·,-9.3
S100A4 inh HTS,-3.2,0.1,-1.0,12.1,-6.6,3.7,-4.0,-1.4

(33) CC1(C)OC2OC3C(CN)OC(c4ccccc4)OC3C2O1 (centres undefined)
(34) CN(C)C(CNC(=O)CCNS(=O)(=O)c1ccccc1C(F)(F)F)c1ccccc1 (centres undefined)
(35) O=C(COc1ccc(Cl)cc1)N1CCN(c2ccc([N+](=O)[O-])c(N3CCCCC3)c2)CC1
(36) CC(C)N(C(=O)[C@H]1CC(CC(=O)NCc2cccc(C(F)(F)F)c2)C(=O)N2CCc3c([nH]c4ccccc34)[C@]12C)C(C)C (some centres undefined)
(37) O=c1nc(Nc2ccc(Br)cc2)sc2ccc([N+](=O)[O-])cc12
(38) COc1ccccc1C#Cc1ccc([C@@H]2[C@@H](CO)N3CCCCN(C(=O)C4CCCC4)C[C@H]23)cc1
(39) COc1ccc(S(=O)(=O)Nc2ccc3c(c2)CC(=O)N([C@@H](C)CO)C[C@@H](C)[C@H](CN(C)Cc2ccc(C(F)(F)F)cc2)O3)cc1
(40) CC(=O)Nc1nnc([N+](=O)[O-])s1
Compound,33,34,35,36,37,38,39,40
ERp5 block,0.0,-10.7,2.5,1.9,-3.6,1.5,-1.8,-2.9
DENV2 CPE rescue,1.5,-1.5,-3.4,-3.2,1.7,-4.4,-2.3,4.2
E-selectin induc,-0.2,·,·,-0.2,·,·,-0.2,-2.3
Statin myotox sup,-6.5,-13.3,1.4,-7.9,·,·,75.6*,2.7
SIRT5 inh,1.4,0.2,-1.3,8.5,0.4,14.1,23.8*,-3.4
PglD DTNB,-6.2,3.2,-4.4,8.5,·,1.9,-0.5,3.1
S100A4 inh HTS,62.6,-4.6,1.2,1.5,-1.2,-4.0,-20.0,3.2

(41) Cc1ccc(Cn2cnc3ccccc32)cc1C
(42) O=C(OCCCOC(=O)c1ccccc1O)c1ccccc1O
(43) CCOc1ccc(NC(=O)CSc2nc3[nH]ncc3c(=O)[nH]2)cc1
(44) O=C(/C=C/[C@H]1O[C@@H](n2cnc3c(NC(=O)c4ccccc4)ncnc32)[C@H](O)[C@@H]1O)NCCc1ccc(F)cc1
(45) O=C(C[C@@H]1CC[C@@H]2[C@H](COC[C@H](O)CN2S(=O)(=O)c2ccccc2)O1)N[C@@H]1CCN(Cc2ccccc2)C1
(46) C[C@@H]1CN([C@@H](C)CO)C(=O)c2cc(NC(=O)c3ccncc3)ccc2O[C@@H](C)CCCCO[C@@H]1CN(C)C(=O)CCCN(C)C
(47) CCCNC(=O)C[C@@H]1C[C@@H]2c3cc(NC(=O)Cc4ccncc4)ccc3O[C@@H]2[C@@H](CO)O1
(48) CCC1CCCCN1CCCNC(=O)CN1C(=O)c2cccnc2Oc2ccc(C)cc21 (centres undefined)
Compound,41,42,43,44,45,46,47,48
ERp5 block,-9.6,4.2,2.0,2.9,-1.9,·,·,-3.0
DENV2 CPE rescue,4.1,6.2,-6.2,-0.6,3.4,-2.5,-2.6,-5.1
E-selectin induc,0.4,·,0.5,?,-0.1,-0.1,0.2,-0.1
Statin myotox sup,-18.5,·,·,0.5,-9.1,·,3.9,-1.0
SIRT5 inh,-11.0,-2.9,-0.8,-2.6,-8.4,·,·,-2.9
PglD DTNB,-4.6,·,·,-5.7,5.2,0.8,-13.3,-2.8
S100A4 inh HTS,2.9,-3.9,-0.4,-1.6,-3.5,·,·,-1.5

# Next part, overlapping the part above by 4 compounds.
(45) O=C(C[C@@H]1CC[C@@H]2[C@H](COC[C@H](O)CN2S(=O)(=O)c2ccccc2)O1)N[C@@H]1CCN(Cc2ccccc2)C1
(46) C[C@@H]1CN([C@@H](C)CO)C(=O)c2cc(NC(=O)c3ccncc3)ccc2O[C@@H](C)CCCCO[C@@H]1CN(C)C(=O)CCCN(C)C
(47) CCCNC(=O)C[C@@H]1C[C@@H]2c3cc(NC(=O)Cc4ccncc4)ccc3O[C@@H]2[C@@H](CO)O1
(48) CCC1CCCCN1CCCNC(=O)CN1C(=O)c2cccnc2Oc2ccc(C)cc21 (centres undefined)
(49) CCc1cc(-c2n[nH]c(C)c2-c2nc3ccccc3n2C)c(O)c(CN2CCN(C)CC2)c1O
(50) C=CCN(CC(=O)O)S(=O)(=O)c1ccccc1C(F)(F)F
(51) C[C@@H]1CN([C@@H](C)CO)C(=O)CCCn2nncc2CO[C@@H]1CN(C)Cc1ccc(C(=O)O)cc1
(52) O=C(Oc1ccc(NC2=NS(=O)(=O)c3ccccc32)cc1)c1cccnc1
(53) COc1ccccc1C#Cc1ccc2c(c1)O[C@@H](CN(C)C(C)=O)[C@H](C)CN([C@@H](C)CO)S2(=O)=O
Compound,45,46,47,48,49,50,51,52,53
ERp5 block,-1.9,·,·,-3.0,4.4,-11.6,0.5,5.0,8.9
DENV2 CPE rescue,3.4,-2.5,-2.6,-5.1,-5.3,0.2,-7.5,1.2,-8.6
E-selectin induc,-0.1,-0.1,0.2,-0.1,·,0.4,-0.1,·,-0.3
Statin myotox sup,-9.1,·,3.9,-1.0,58.5,·,·,·,2.1
SIRT5 inh,-8.4,·,·,-2.9,-6.3,3.2,-3.8,-0.6,-36.1
PglD DTNB,5.2,0.8,-13.3,-2.8,-5.7,·,·,·,-0.9
S100A4 inh HTS,-3.5,·,·,-1.5,0.9,-7.4,9.9,-2.6,2.5
